Compound activity as filed in PubChem.
Bim-Bcl-W = human Bim-Bcl-W interaction inhibition. inhibition, % at 10 µM. Q92843. actives 0.02% (n = 190,000). bead-based flow cytometry, Bim peptide-Bcl-W binding. AID 952;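 also: 0% = bound tracer without compound and 100% = peptide blocker; higher means less fluorescent Bim peptide bound to Bcl-W beads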
ABCB1 block = inhibitors of human ABCB1 transporter, ABCG2 counter-screen; CCRF-Adr cells, JC-1 efflux, flow cytometry; inhibition, % at 6.6 µM; actives 0.067% (n = 190,000); AID 1326; in the data active = inhibition above about 40%;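 also: 0% = vehicle and 100% = reference inhibitor; higher value means more JC-1 retained so stronger ABCB1 efflux block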
RGS7-Gao reg = modulates binding of RGS7 to human Galphao | binding response (% of control), % at 10 µM | actives 0.35% (n = 220,000) | Multiplexed bead flow cytometry; actives lie on both sides; in the data active = binding response below about 49% or above about 150%; inconclusive = no clear call, values can overlap the other calls; inactive = in between;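 also: fluorescent Galphao held in activated GDP-AlF4 state binding bead-coupled RGS7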
Target sequence (P09471 whole entry, looked up): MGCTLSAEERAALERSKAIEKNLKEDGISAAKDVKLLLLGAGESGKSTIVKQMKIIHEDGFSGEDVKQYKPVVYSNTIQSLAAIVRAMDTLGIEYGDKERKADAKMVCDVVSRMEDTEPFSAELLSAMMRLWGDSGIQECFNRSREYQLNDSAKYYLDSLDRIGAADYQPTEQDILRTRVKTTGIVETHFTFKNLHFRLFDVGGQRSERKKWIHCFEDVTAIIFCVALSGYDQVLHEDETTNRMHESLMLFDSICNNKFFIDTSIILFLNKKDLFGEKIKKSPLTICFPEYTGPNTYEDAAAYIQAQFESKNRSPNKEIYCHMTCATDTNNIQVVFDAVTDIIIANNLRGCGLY
Mcl-1 Bim block = disrupts Bim peptide binding to human Mcl-1. actives 0.1% (n = 190,000). inhibition, % at 10 µM. Bead-based flow cytometry, Bim peptide-Mcl-1 binding;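 also: 0% = no compound tracer wells and 100% = peptide blocker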
Target sequence (Q07820 whole entry, looked up): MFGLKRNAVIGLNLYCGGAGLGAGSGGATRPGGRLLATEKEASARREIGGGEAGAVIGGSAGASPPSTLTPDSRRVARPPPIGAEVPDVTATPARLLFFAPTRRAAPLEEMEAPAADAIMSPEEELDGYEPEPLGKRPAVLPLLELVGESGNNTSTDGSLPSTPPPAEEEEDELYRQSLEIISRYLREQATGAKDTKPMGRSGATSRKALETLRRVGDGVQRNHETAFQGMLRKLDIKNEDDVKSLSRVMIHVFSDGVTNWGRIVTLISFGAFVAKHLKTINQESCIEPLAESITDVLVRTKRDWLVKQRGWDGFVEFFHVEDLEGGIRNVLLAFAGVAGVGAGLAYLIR
RGS8-Gao reg = regulators of human RGS8-Galphao interaction | P09471 | multiplexed bead flow cytometry, RGS8-Galphao binding; actives lie on both sides | response (percent of control binding), % at 10 µM | actives 0.34% (n = 220,000); in the data active = response below about 60% or above about 140%; inactive = in between;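 also: Galphao activated as the GDP aluminium fluoride complex binding bead-coupled RGS8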
Bcl-B Bim block = inhibitors of Bim-Bcl-B interaction, human; Q9HD36; inhibition, % at 10 µM; bead-based flow cytometry, Bim peptide-Bcl-B binding; actives 0.073% (n = 190,000);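 also: 0% = tracer peptide without compound and 100% = reference inhibitor peptide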
ABCG2 inh = inhibitors of human ABCG2 transporter, ABCB1 counter-screen; IgMXP3 cells, JC-1 efflux, flow cytometry; actives 0.1% (n = 190,000); Q9UNQ0; inhibition, % at 6.6 µM;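 active = inhibition above 80%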;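 also: 0% = DMSO and 100% = nicardipine control wells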
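Incubation: cells with compound and JC-1, 10 min at 25 °C, rotating, no wash / Test system: IgMXP3 (ABCG2) plus far-red-tagged CCRF-Adr (ABCB1) cells / Compound dosing: one concentration, 6.6 µM final / Also added: JC-1 fluorescent substrate / Evaluation: efflux inhibition in percent versus controls / Detection: flow cytometry, 530 nm JC-1 signal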
Bim-Bcl-2 = human Bim-Bcl-2 interaction inhibition; Bead-based flow cytometry, Bim peptide-Bcl-2 binding; inhibition, % at 10 µM; actives 0.06% (n = 190,000); AID 950; in the data active = inhibition above about 40%; inconclusive = no clear call, values can overlap the other calls;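 also: 0% = no compound wells with probe peptide and 100% = reference peptide inhibitor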
Bim-Bcl-XL = inhibitors of Bim-Bcl-XL interaction, human; Q07817; Bim peptide-Bcl-XL binding, bead flow cytometry, fluorescence; inhibition, % at 10 µM; actives 0.04% (n = 190,000); AID 1007
Target sequence (Q07817 whole entry, looked up): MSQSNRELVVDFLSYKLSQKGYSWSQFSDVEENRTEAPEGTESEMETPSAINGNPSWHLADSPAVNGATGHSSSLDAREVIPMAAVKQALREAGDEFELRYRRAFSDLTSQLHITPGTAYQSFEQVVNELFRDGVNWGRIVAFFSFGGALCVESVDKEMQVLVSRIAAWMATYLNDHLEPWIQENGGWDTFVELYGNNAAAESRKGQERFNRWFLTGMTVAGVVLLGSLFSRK
RGS4-Gao reg = human RGS4-Galphao interaction regulation; actives 0.33% (n = 220,000); Multiplexed bead flow cytometry, RGS4-Galphao binding; actives lie on both sides; P09471; AID 1415; binding response (% of control), % at 10 µM; in the data active = binding response below about 49% or above about 150%; inactive = in between;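 also: fluorescent Galphao activated with aluminum fluoride binding bead-coupled RGS4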
Bim-Bfl-1 = human Bim-Bfl-1 interaction inhibition; Bead-based flow cytometry, Bim-Bfl-1 binding inhibition; inhibition, % at 10 µM; actives 0.12% (n = 190,000);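 also: 0% = wells without compound plus tracer and 100% = blocker peptide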
Active calls of the source: *; ? = inconclusive; [ ] = another dose, or the depositor's remark. Rule as the data show it, unless noted: active = inhibition above about 40%.

SMILES	Bim-Bcl-W	ABCB1 block	RGS7-Gao reg	Mcl-1 Bim block	RGS8-Gao reg	Bcl-B Bim block	ABCG2 inh	Bim-Bcl-2	Bim-Bcl-XL	RGS4-Gao reg	Bim-Bfl-1
CCC(C)NC(=O)c1ccccc1NC(=O)c1ccc(CSc2ccc(C)cc2)cc1 (stereo not drawn)	0	-0.2	104	-3	100	-4	2	-4	-4	99	-3
O=C(Nc1ccc(Cc2ccncc2)cc1)c1ccc(S(=O)(=O)N2CCOCC2)cc1	-7	0.2	102	-3	100	-5	0	-7	-2	103	-4
CC(=O)Nc1cc(C(=O)OCc2cccc([N+](=O)[O-])c2)ccc1C	-1	1.1	101	0	99	-4	9	-1	-2	99	-3
O=C(c1cc(-c2ccccc2Cl)on1)N1CCN(C(=O)c2ccco2)CC1	1	0.3	96	2	99	-7	2	-3	0	98	-11
CCNc1nc(NCC)nc(SCCOC(=O)Nc2ccccc2)n1	1	0.1	103	1	99	2	8	1	1	99	2
COc1cccc(-c2nnc(NC(=O)c3ccc(Cl)s3)o2)c1	-1	-0.3	103	0	95	-9	0	1	0	106	0
O=C(Nc1ccc(Cl)cn1)C1COc2ccccc2O1 (stereo not drawn)	-1	0.3	96	0	100	-1	2	-1	-1	100	-4
Cc1ccc(C2=NN(S(C)(=O)=O)C(c3ccc4nccnc4c3)C2)cc1 (stereo not drawn)	-2	-0.2	108	-2	105	-3	6	1	-5	106	0
CCOC(=O)C1CN(S(=O)(=O)c2ccc(OC)cc2)c2cc(S(=O)(=O)CC)ccc2O1 (stereo not drawn)	0	3.8	107	-2	101	0	3	-2	-2	101	-2
COc1ccccc1OCCn1cc(C(=O)c2ccco2)c2ccccc21	-5	0.9	101	-5	99	-2	2	-6	-7	100	-2

Results in Bim-Bcl-XL (two entries from above):
compound	Bim-Bcl-XL
O=C(Nc1ccc(Cl)cn1)C1COc2ccccc2O1 (stereo not drawn)	-1
Cc1ccc(C2=NN(S(C)(=O)=O)C(c3ccc4nccnc4c3)C2)cc1 (stereo not drawn)	-5

Continuation.
SMILES	Bim-Bcl-W	ABCB1 block	RGS7-Gao reg	Mcl-1 Bim block	RGS8-Gao reg	Bcl-B Bim block	ABCG2 inh	Bim-Bcl-2	Bim-Bcl-XL	RGS4-Gao reg	Bim-Bfl-1
CCCCOc1ccc(C(=O)Nc2ccc(SC(F)F)cc2)cc1OC	1	0.3	103	-5	98	-1	32	6	-3	101	6
COCCNC(=O)[C@@]1(Cc2ccccc2)C=C[C@@H](C)N1C(C)=O	-3	0.1	102	-1	102	-6	0	0	-2	103	-4
O=C(c1ccc2c(c1)OCCO2)C1CCN(S(=O)(=O)c2ccc(F)cc2)CC1	2	0.1	93	2	101	-1	1	-8	0	98	-6
COc1cc(CC(=O)OCC(=O)Nc2ncc(Cl)cc2Cl)cc(OC)c1OC	2	0.1	94	-2	96	-2	0	0	1	92	2
Cc1cccc(C)c1OCC(=O)NCc1nnc(SCC(=O)NC2CCCCC2)n1C	1	-0.1	100	0	99	-10	-1	-4	-2	97	-9
Cc1ccc(CSc2ncnc3c2cnn3-c2ccc(C)cc2)cc1	10	-0.6	96	8	81	11	-2	-2	12	97	8
Fc1ccc(/C=N/NC(=S)Nc2cccnc2)cc1	0	-0.8	100	0	103	-3	-2	3	0	99	3
COc1cc2cc(C(=O)O)[nH]c2c(OC)c1OC	0	0.1	103	1	97	2	0	-3	-1	102	-1
Cn1cccc1CNC(=S)Nc1ccccc1Cl	-2	0.4	92	-2	94	-6	6	-2	-4	94	-4
CC(CCc1ccccc1)NC(=O)c1cccnc1 (stereo not drawn)	-5	0.7	95	-8	98	-12	5	-11	-6	96	-22
COc1ccc(Cl)cc1NC(=O)COC(C)=O	-3	-0.2	104	-2	99	-1	2	-2	-1	101	-3
COCCNC(=O)C(C)N(c1ccc(OC)cc1)S(C)(=O)=O (stereo not drawn)	0	-0.1	95	0	102	-4	-1	-8	-5	98	-8
Clc1ccc(-c2cc(C3CCNCC3)[nH]n2)cc1	1	-0.3	97	0	97	0	-3	-5	-2	99	-5
COc1ccc(C/C(C)=N/NC(=S)Nc2ccccc2)cc1	-5	-0.1	104	-9	104	-11	-2	-8	-7	101	-1
O=C1C2C(C(=O)N1c1ccc3c(c1)OCO3)C1C=CC2C12CC2 (stereo not drawn)	0	-0.2	101	-1	102	-3	-1	3	-3	102	1
Cc1nc(C(=O)N(C)C)nn1-c1cc(Cl)ccc1Cl	0	0.2	104	1	107	-5	0	-5	1	108	-9
CCC(C)NC(=O)CSc1nnc(-c2c[nH]c3ccccc23)o1 (stereo not drawn)	1	0.3	?	1	99	0	6	-4	0	99	-4
CCCNC(=O)Nc1nc(CC(=O)OCC)cs1	-2	0.6	98	-4	97	-5	2	-4	-2	101	-9
Cc1ccc(-c2nc(C=Nc3ccccc3)c(O)o2)cc1	0	0.4	103	1	101	7	2	1	3	103	10
Cc1csc(NC(=O)CSc2nnc(C)n2Cc2ccco2)n1	0	0.8	97	6	101	6	3	7	4	99	5
CCCNc1ncccc1C(N)=O	-3	0.3	100	-2	100	-8	2	-9	-6	98	-13
O=C(Nc1ccccc1)C1=C[C@@H](c2coc3ccccc3c2=O)C[C@@H](OCc2ccc(CO)cc2)O1	0	2.7	101	-4	103	-5	6	-3	-5	101	-6
COc1ccc(Cl)cc1-c1nc(SCC(=O)NCCN2C(=O)CSC2=O)n[nH]1	-6	0.2	102	-2	104	-5	9	-7	-4	103	-2
COc1ccc(CNC(=O)c2coc(=O)c3ccccc23)c(OC)c1	0	1.7	?	-4	101	-6	6	-6	-2	103	-6
O=C(c1cccc(C(F)(F)F)c1)C1CCCN(Cc2cccn2-c2ccccn2)C1 (stereo not drawn)	0	0.8	99	0	102	2	2	-2	0	100	-3
O=C(CCCc1ccccc1)NCc1cn2ccsc2n1	1	-3.0	96	0	99	-6	-4	-11	-2	101	-8
O=C(O)COn1c(-c2ccc(Cl)cc2)nc2ccc(Cl)cc21	-1	0.0	97	-1	99	0	4	-4	-3	101	-4
CCOc1nc(NCCO)nc(NCCC2=CCCCC2)n1	-6	-0.3	100	-7	102	-4	2	-6	-4	100	-3
CCCNc1nc(OCC(F)(F)F)nc(OCC(F)(F)F)n1	0	0.0	105	0	103	-11	1	-6	-6	105	-11
Nc1ccc2c(c1)C(=O)Cc1ccccc1S2	0	-0.4	93	0	94	-3	-1	2	-1	93	0
CCN1CCN(CC(=O)c2cc(OC)c(OC)c(OC)c2)CC1	-1	1.3	?	-3	104	-3	10	-3	0	103	-5
O=C(O)CC/C(=C\c1ccc(Cl)c([N+](=O)[O-])c1)c1nc2ccccc2s1	0	0.7	98	-2	101	-2	10	1	-2	96	0
CCOC(=O)Oc1ccc2oc(=O)cc(C)c2c1	-4	0.3	103	-7	108	-10	5	-11	-7	103	-22
O=C(Cc1ccc(-n2cccc2)cc1)N1CCc2ccccc21	0	0.2	90	0	97	-6	2	-10	-6	83	-14
Cc1ccccc1C(=O)N1CCC(C(=O)Nc2ccc3c(c2)OCO3)CC1	-2	0.9	98	-3	100	-6	4	-1	-5	104	0
COc1ccc2c(c1OC)C(=O)OC2Nn1cncn1 (stereo not drawn)	4	0.1	100	15	100	1	0	-1	-1	102	-8
Cc1cc([N+](=O)[O-])ccc1NC(=O)CN1C2CCC1CC(NC(=O)NC13CC4CC(CC(C4)C1)C3)C2 (stereo not drawn)	1	1.5	90	3	96	1	6	4	0	90	-1
COc1cccc(/C=C/C(=O)c2cccc([N+](=O)[O-])c2)c1	0	0.3	100	0	104	0	20	-1	4	101	-2
CCCCC(CC)C(=O)Oc1ccc(O)c(C(C)(C)C)c1 (stereo not drawn)	3	0.1	105	0	101	0	-2	4	1	102	-5
CN(C)N1C(N)=C(C#N)C(c2cccc3ccccc23)C2=C1CC(c1ccccc1)CC2=O (stereo not drawn)	0	1.3	102	-6	103	0	-2	3	-2	102	8

Another view of 4 compounds above:
| molecule | Bim-Bcl-W | ABCB1 block | RGS7-Gao reg | Mcl-1 Bim block | RGS8-Gao reg | Bcl-B Bim block | ABCG2 inh | Bim-Bcl-2 | Bim-Bcl-XL | RGS4-Gao reg | Bim-Bfl-1 |
| --- | --- | --- | --- | --- | --- | --- | --- | --- | --- | --- | --- |
| CCN1CCN(CC(=O)c2cc(OC)c(OC)c(OC)c2)CC1 | -1 | 1.3 | ? | -3 | 104 | -3 | 10 | -3 | 0 | 103 | -5 |
| O=C(O)CC/C(=C\c1ccc(Cl)c([N+](=O)[O-])c1)c1nc2ccccc2s1 | 0 | 0.7 | 98 | -2 | 101 | -2 | 10 | 1 | -2 | 96 | 0 |
| CCOC(=O)Oc1ccc2oc(=O)cc(C)c2c1 | -4 | 0.3 | 103 | -7 | 108 | -10 | 5 | -11 | -7 | 103 | -22 |
| O=C(Cc1ccc(-n2cccc2)cc1)N1CCc2ccccc21 | 0 | 0.2 | 90 | 0 | 97 | -6 | 2 | -10 | -6 | 83 | -14 |

The results go on:
SMILES	Bim-Bcl-W	ABCB1 block	RGS7-Gao reg	Mcl-1 Bim block	RGS8-Gao reg	Bcl-B Bim block	ABCG2 inh	Bim-Bcl-2	Bim-Bcl-XL	RGS4-Gao reg	Bim-Bfl-1
COc1ccc(CNc2nc(-c3cccnc3)nn2C(=O)CC(C)C)cc1	1	-1.0	96	0	98	1	19	0	0	96	-3
COc1ccc(C2CCCN2C(=O)Nc2ccccc2)cc1OC (stereo not drawn)	2	-2.0	95	1	100	-6	3	-9	-3	97	-8
Cc1nc2c(=O)oc3ccccc3c2n1-c1ccccc1	4	-5.1	120	2	141*[activator]	8	-7	7	-4	128	6
CCN(Cc1ccccc1)C(c1ccccn1)c1nnnn1C1CCCCC1 (stereo not drawn)	-3	2.1	99	0	105	-7	10	-1	-4	101	0
CCOC(=O)N1CCC(N2CCN(Cc3ccc(C)o3)C(CCO)C2)CC1 (stereo not drawn)	0	0.8	102	2	100	-5	3	3	-1	100	-2
CCc1ccc(NC(=O)Cn2nnc(C(=O)NCc3cccs3)c2N)cc1	-5	0.3	95	-2	101	-1	4	-5	-5	99	0
Cc1ccc(-c2nnc(SCC(=O)N/N=C/c3c(C)nn(-c4ccccc4)c3C)n2-c2ccccc2)cc1	-5	12	93	-3	99	-4	46	-7	-5	96	-5
O=C(CN(CC1CCCO1)C(=O)CNS(=O)(=O)c1ccccc1)NCc1ccco1 (stereo not drawn)	0	0.1	104	-2	103	-4	0	-1	-2	103	-1
CCOC(=O)N1CCC(N(CCOC)C(=O)Nc2ccc(Cl)c(Cl)c2)CC1	0	4.3	99	0	92	4	66	-4	0	101	0
CC1CCCCC1NC(=O)C1CCN(S(=O)(=O)N2CCC3(CC2)OCCO3)CC1 (stereo not drawn)	-2	0.2	107	0	105	-4	3	0	-1	102	-3
CCCCN1C=CC(=C2N=c3cccc([N+](=O)[O-])c3=N2)C=C1	-3	1.1	102	-5	104	-10	4	-1	-5	102	0
